K1F lysis inhibition: protection from phage-mediated lysis, alamar blue read-out – E. coli UTI89, K1F phage, bacterial capsule biogenesis inhibitors (AID 488966); inhibition, % at 100 µM, or IC50 in µM where a hit was titrated; actives 0.02% (n = 340,000); E. coli UTI89 K1F phage lysis, alamar blue, 2 h; higher % means a stronger effect;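 active = phage lysis inhibition, versus mean bacterial control, above a set limit; inconclusive = no clear call, values can overlap the other calls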;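 also: capsule biogenesis inhibitors block K1F phage lysis so surviving cells raise fluorescence; higher fluorescence means more inhibition of phage lysis; actives were called in the ten point dose series up to 300 µM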
SV40 large T antigen: TAg ATPase/helicase activity blockers – biochemical (AID 1903) | actives 0.39% (n = 310,000) | inhibition, % at 20 µM, or IC50 in µM where a hit was titrated | SV40 large T antigen ATPase/helicase inhibition assay; higher % means a stronger effect; in the data active = a potency from the dose series; inconclusive = inhibition mostly from about 32% at the one dose, without a potency; inactive = the rest, 99 in 100 with inhibition below about 32%; also: strong numbers were not always called active
Dengue-2 NS5 capping: flavivirus cap methylation enzyme inhibition – biochemical, confirmation dose response, primary screen (AID 588689); actives 0.3% (n = 340,000); one-dose inhibition, % at 25 µM; IC50 in µM for titrated hits; Dengue-2 NS5 methyltransferase capping enzyme assay, biochemical; higher % means a stronger effect; in the data active = a potency from the dose series; inconclusive = inhibition above about 29% without an active follow-up result
Siah-1 displacement: Siah-1 peptide-binding antagonists, primary screen, biochemical, fluorescence polarization, rhodamine-plectin, uHTS (AID 1817); Siah-1 / rhodamine-plectin peptide fluorescence polarization; higher % means a stronger effect; displacement, % at 20 µM; hits with a dose series show IC50 in µM; actives 0.02% (n = 290,000);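 active = displacement of at least 50% at 20 µM, with a fluorescence ratio check between 0.3 and a set limit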;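 also: plate controls were Siah plus tracer with DMSO for no effect and tracer alone without Siah for full effect; strong numbers were not always called active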
RSV antiviral HEp-2: RSV antiviral activity via CPE protection, HEp-2 cells, primary 10 µM value included (AID 2391); actives 0.13% (n = 310,000); CPE inhibition, % at 10 µM; hits with a dose series show IC50 in µM; HEp-2 cells, RSV-induced CPE inhibition; higher % means a stronger effect; in the data active = a potency from the dose series; inconclusive = CPE inhibition mostly from about 23% at the one dose, without a potency; inactive = the rest, 99 in 100 with CPE inhibition below about 21%; also: strong numbers were not always called active
AID2073: disruptors of CaV2.2 binding to Mint1 – biochemical, HTRF (AID 2073) | HTRF protein-protein interaction, Mint1-CaV2.2; higher % means a stronger effect | inhibition, % at 20 µM, or IC50 in µM where a hit was titrated | actives 0.19% (n = 290,000); in the data active = inhibition mostly above about 51%, no sharp cut-off; inconclusive = no clear call, values can overlap the other calls; inactive = mostly below about 53%; also: some results filed as inactive read as strong as hits
NTR1 ag: NTR1-driven beta-arrestin-GFP spot formation – imaging, U2OS cells, high content, primary screen (AID 493036). P30989. agonist mode. activation, % at 20 µM. actives 0.17% (n = 330,000);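 active = activation at or above 40% of the spot to cytoplasm intensity ratio, with at least 20 cells analyzed; inconclusive = wells under 20 cells, flagged as cytotoxic or low count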;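 also: 0% = DMSO without peptide and 100% = 100 nM NTR1 peptide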
Target sequence (P30989 whole entry, looked up): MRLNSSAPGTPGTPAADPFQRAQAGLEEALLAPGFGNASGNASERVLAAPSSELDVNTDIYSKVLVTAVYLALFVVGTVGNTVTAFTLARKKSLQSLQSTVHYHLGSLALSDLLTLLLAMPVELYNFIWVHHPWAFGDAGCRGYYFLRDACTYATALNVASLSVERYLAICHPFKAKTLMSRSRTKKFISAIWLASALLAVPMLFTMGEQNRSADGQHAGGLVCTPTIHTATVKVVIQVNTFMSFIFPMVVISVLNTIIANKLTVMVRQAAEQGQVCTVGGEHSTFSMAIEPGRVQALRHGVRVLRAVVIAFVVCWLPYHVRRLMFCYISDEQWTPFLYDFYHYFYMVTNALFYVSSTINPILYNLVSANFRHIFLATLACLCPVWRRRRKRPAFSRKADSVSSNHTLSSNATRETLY
Rac1 GTP hydrolysis: MgcRacGAP GTPase-activating activity inhibitors, confirmation, biochemical, ADP Hunter fluorescence; MgcRacGAP-stimulated Rac1 GTP hydrolysis, ADP Hunter fluorescence; higher % means a stronger effect; GST-tagged Rac1 F28L mutant substrate; one-dose inhibition, % at 30 µM; IC50 in µM for titrated hits; actives 0.6% (n = 340,000); AID 624330;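 active = first-screen hits whose inhibition reached a set limit at any dose in the follow-up dose series; inconclusive = inhibition above the set first-screen limit but never retested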;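 also: fluorescence reports GDP produced by GAP-driven GTP hydrolysis; strong numbers were not always called active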
West Nile antiviral: West Nile virus antiviral activity, cell-based, CPE readout (AID 1621). CPE inhibition, % at 10 µM; hits with a dose series show IC50 in µM. actives 0.02% (n = 290,000). West Nile virus-infected cells, CPE inhibition; higher % means a stronger effect; in the data active = a potency from the dose series; inconclusive = CPE inhibition mostly from about 3.7% at the one dose, without a potency; inactive = the rest, 99 in 100 with CPE inhibition below about 2.2%; also: strong numbers were not always called active
NTR1 ag cell count 20 µM: further read-out of NTR1 ag, marked with its call; cell count; measured here: cell count, cytotoxicity flag
* hit, by the source's call; ? = inconclusive; nt = not tested or not shown; [ ] = remark or other dose.

Compound,K1F lysis inhibition,SV40 large T antigen,Dengue-2 NS5 capping,Siah-1 displacement,RSV antiviral HEp-2,AID2073,NTR1 ag,NTR1 ag cell count 20 µM,Rac1 GTP hydrolysis,West Nile antiviral
CC1(c2ccccc2Cl)NC(=O)N(CC(=O)N2c3ccccc3NC(=O)C2(C)C)C1=O (stereo not drawn),0.6%[50 µM],nt,-1.5%,nt,-0.3%,nt,-2.0,58,6.5%,nt
Fc1ccc2cnc(-c3ccccc3F)cc2c1,-0.6%,nt,9.4%,nt,nt,nt,-1.3,60,-0.7%,nt
Cc1cccc(C(=O)OCC(=O)N2CCCC2=O)c1O,0.7%[50 µM],nt,-2.2%,nt,0.8%,nt,0.3,56,-0.3%,nt
CCN(CC1CCCN(CCc2cccc(OC)c2)C1)C(=O)C=C(C)C (stereo not drawn),-1.6%,5.7%,-2.7%,11.3%,0.2%,1.7%,-0.1,58,0.6%,-0.8%
CCn1c(CNC(C)=O)nnc1SCC(=O)c1ccc(Br)cc1,0.7%,11.9%,-6.5%,0.5%,0.9%,-24.5%,-0.4,60,4.0%,?
COc1cc(Cl)ccc1OCc1cc(C(=O)N2CCCCC2c2cccnc2)no1 (stereo not drawn),0.0%,3.7%,5.4%,0.9%,?,33.0%,-0.9,56,4.5%,-0.4%
COc1ccc2oc(=O)cc(CN3CCN(Cc4ccc(OC)c(OC)c4OC)CC3)c2c1,2.5%[50 µM],5.1%,-7.9%,8.3%,-0.5%,2.4%,-0.4,89,11.2%,-1.4%
O=C(NCc1cccc(Cl)c1)c1cc(COc2ccc3ncccc3c2)on1,2.9%,2.3%,-5.2%,1.6%,0.0%,13.2%,1.4,58,1.2%,-0.1%
CCCCc1nc2c(C)c(N)cnc2n1Cc1cccc([N+](=O)[O-])c1,0.2%,5.7%,5.9%,-1.1%,2.1%,3.3%,0.3,81,11.4%,0.1%
CCOc1ccccc1N1CCN(C2=C(NS(=O)(=O)c3cccs3)C(=O)c3ccccc3C2=O)CC1,0.0%,6.5%,34.3%,6.3%,-0.8%,?,9.7,38,15.6%,0.5%
CC1(O)N(CCC(=O)Nc2cccc(F)c2)C(=O)OC12CCCCC2 (stereo not drawn),0.2%,10.8%,0.8%,-1.2%,1.1%,7.4%,-1.6,50,8.2%,-0.3%
CCOc1ccc(NC(=O)CNC(=O)c2ccc(OC)cc2)cc1,-0.1%,13.0%,2.3%,-1.6%,2.2%,5.1%,0.2,50,1.6%,0.2%

Exported with values under each structure: six of the compounds above.
Every second line gives: K1F lysis inhibition | SV40 large T antigen | Dengue-2 NS5 capping | Siah-1 displacement | RSV antiviral HEp-2 | AID2073 | NTR1 ag | NTR1 ag cell count 20 µM | Rac1 GTP hydrolysis | West Nile antiviral
CCCCc1nc2c(C)c(N)cnc2n1Cc1cccc([N+](=O)[O-])c1
  0.2% | 5.7% | 5.9% | -1.1% | 2.1% | 3.3% | 0.3 | 81 | 11.4% | 0.1%
CC1(c2ccccc2Cl)NC(=O)N(CC(=O)N2c3ccccc3NC(=O)C2(C)C)C1=O (stereo not drawn)
  0.6%[50 µM] | nt | -1.5% | nt | -0.3% | nt | -2.0 | 58 | 6.5% | nt
CCOc1ccc(NC(=O)CNC(=O)c2ccc(OC)cc2)cc1
  -0.1% | 13.0% | 2.3% | -1.6% | 2.2% | 5.1% | 0.2 | 50 | 1.6% | 0.2%
Cc1cccc(C(=O)OCC(=O)N2CCCC2=O)c1O
  0.7%[50 µM] | nt | -2.2% | nt | 0.8% | nt | 0.3 | 56 | -0.3% | nt
CC1(O)N(CCC(=O)Nc2cccc(F)c2)C(=O)OC12CCCCC2 (stereo not drawn)
  0.2% | 10.8% | 0.8% | -1.2% | 1.1% | 7.4% | -1.6 | 50 | 8.2% | -0.3%
Fc1ccc2cnc(-c3ccccc3F)cc2c1
  -0.6% | nt | 9.4% | nt | nt | nt | -1.3 | 60 | -0.7% | nt

(list continues)
Compound,K1F lysis inhibition,SV40 large T antigen,Dengue-2 NS5 capping,Siah-1 displacement,RSV antiviral HEp-2,AID2073,NTR1 ag,NTR1 ag cell count 20 µM,Rac1 GTP hydrolysis,West Nile antiviral
COc1cccc(NC(=O)c2cc3cccc(OC)c3o/c2=N\O)c1,nt,34.7%,nt,4.1%,10.3%,9.7%,12.4,49,nt,-0.2%
N#Cc1cn(CCOc2ccc(F)cc2)c2ccccc12,0.4%,2.7%,8.9%,1.0%,24.1%,12.5%,1.2,52,9.4%,-0.6%
CCCc1cc(=O)n(-c2nc3ccccc3s2)[nH]1,1.7%[50 µM],4.8%,4.0%,4.3%,-1.7%,38.8%,0.0,81,7.6%,0.1%
COc1ccc(NC(=O)CN(C)C(=O)c2cc3c(s2)CCC3)cc1,-1.4%,13.7%,0.7%,nt,-0.1%,nt,-1.2,62,19.6%,nt
Cc1nc(Nc2ccc(S(N)(=O)=O)cc2)sc1C(=O)Nc1ccccc1,-1.6%,6.1%,-5.9%,2.7%,0.0%,13.2%,-0.4,92,6.3%,0.9%
CC(=O)/C=C(\C)Nc1ccc(-c2cnc(-c3ccccc3)o2)cc1,1.9%[50 µM],38.0%,-5.5%,-3.7%,8.0%,?,7.6,44,16.1%,-0.2%
CC(Sc1nncn1C)C(=O)Nc1ccc2ccccc2c1 (stereo not drawn),0.9%[50 µM],nt,-4.3%,nt,nt,nt,-0.6,69,9.8%,nt
COc1cccc(/C=N/NC(=O)CNC(=O)CCc2ccccc2)c1O,0.5%,20.6%,0.3%,-2.9%,1.8%,18.6%,33.1,62,8.4%,-0.1%
Cc1ccc(NC(=O)Cn2nnc(C(=O)Nc3ccc(F)c(Cl)c3)c2N)cc1,0.2%,6.3%,-4.4%,-3.6%,1.1%,23.6%,1.8,62,-4.0%,0.2%
CCOc1ccccc1N(CC(=O)NCC1CCCO1)C(=O)CCC(=O)Nc1nccs1 (stereo not drawn),0.0%,9.2%,-10.0%,-0.9%,6.5%,4.6%,-0.2,45,2.8%,-0.1%
Cc1ccc(N2C(=O)[C@@H]3C(c4cccnc4)=NO[C@@H]3C2=O)cc1,nt,24.2%,nt,-0.1%,nt,7.9%,-1.0,49,nt,0.3%
COc1cc(NC(=O)c2cccs2)c(C(=O)OCC(=O)NCc2ccccc2)cc1OC,-1.1%,10.3%,-7.1%,3.4%,0.9%,16.6%,6.0,68,4.5%,0.7%
COCCN(CC(=O)Nc1cccc(C)c1C)C(=O)Cc1sc(C)nc1-c1ccc(F)cc1,0.6%[50 µM],nt,-13.3%,nt,1.3%,nt,-1.5,47,1.9%,nt
O=C(OCC(=O)N(C1CCCCC1)C1CCCCC1)c1ccco1,4.1%,16.5%,-8.8%,2.7%,1.0%,6.3%,0.5,49,4.7%,nt
CCOC(=O)c1nnn2c1nc(N1CCCCC1)c1ccccc12,8.9%,2.8%,-2.4%,-1.6%,-0.6%,23.6%,2.7,38,13.4%,0.2%
COc1cc(N2CCCC2)c(OC)cc1C=O,-0.6%,5.6%,36.9%,-2.2%,9.2%,-4.0%,2.1,36,8.3%,-1.7%
CCOC(=O)c1cc(-c2ccccc2)sc1NC(=O)C(C)OC(=O)c1ccncc1 (stereo not drawn),0.3%,8.8%,0.0%,-5.9%,57.4%,5.4%,6.1,68,6.4%,1.0%
Cc1ccc(CNC(=O)CCS(=O)(=O)c2ccc3c(c2)NC(=O)CO3)cc1,0.2%,5.5%,0.0%,4.5%,0.7%,9.3%,-0.8,64,10.9%,0.0%
O=C1COc2ccc(C(=O)NCc3ccc4c(c3)OCO4)cc2N1,2.4%,-2.0%,-8.0%,0.1%,-1.2%,5.1%,0.4,62,13.0%,0.2%
NS(=O)(=O)c1cc(C(=O)NCCOc2ccccc2)c(Cl)cc1Cl,0.9%[50 µM],10.0%,0.0%,-5.9%,14.3%,3.8%,0.1,35,-7.6%,-1.2%
NC(=O)c1cc(S(=O)(=O)NCCc2ccc(Cl)cc2)cs1,6.2%,9.3%,-0.9%,4.1%,-0.7%,7.4%,-0.8,55,11.3%,-0.2%
CCN1CC(CN(C)Cc2nc(-c3cccs3)no2)CC1=O (stereo not drawn),0.7%,6.4%,nt,-5.3%,0.0%,-4.4%,2.0,61,1.3%,0.0%
CN(C)C(/C=C/Nc1ccc(Br)cc1)=C(C#N)C#N,0.6%,4.4%,nt,13.1%,-0.1%,5.3%,0.0,36,7.5%,0.6%
O=C(c1ccco1)N1CCN(c2cccc(Cl)c2)CC1,3.0%,18.5%,-6.2%,-0.9%,1.3%,9.7%,0.6,40,5.8%,0.7%
CC1CCC2(CC1)NC(=O)N(CC(=O)c1ccc3c(c1)OCO3)C2=O (stereo not drawn),-0.4%[50 µM],20.6%,4.5%,-6.0%,2.0%,3.2%,-0.1,58,4.0%,-0.6%
Cc1ccc(-c2nc(CS(=O)CC(=O)NCCCN3CCN(Cc4ccccc4)CC3)c(C)o2)cc1 (stereo not drawn),0.7%,16.1%,-0.5%,2.7%,?,40.6%,-0.7,53,-1.6%,-0.9%
Cc1cc(C)c(C)c(S(=O)(=O)N2CCN(C(=S)NCC3CCCO3)CC2)c1C (stereo not drawn),0.4%,3.2%,-0.8%,4.0%,11.3%,-15.8%,3.9,34,0.3%,-0.4%
Cn1cccc1Cc1nnc(SCC(=O)NCc2ccccc2)n1-c1ccc(F)cc1,-2.1%,5.5%,-7.2%,1.4%,-0.9%,0.3%,-1.7,58,2.7%,-0.6%
C/C(=N\O)C1CC(CC(=O)O)C1(C)C (stereo not drawn),0.2%,0.5%,-13.1%,-3.0%,0.9%,11.1%,nt,nt,7.5%,-0.1%
O=S(=O)(c1cccc(-c2cn3ccccc3n2)c1)N1CCCCC1,0.1%,9.9%,0.0%,18.4%,?,15.6%,0.4,52,10.8%,0.2%
CCOc1ccccc1C1C(C(N)=O)=C(C)Nc2nc(CCCO)nn21 (stereo not drawn),2.9%,-6.6%,4.4%,0.6%,-0.1%,-2.9%,-0.9,53,6.1%,-0.2%
O=C(NCC1CCCO1)c1cc(-c2ccncc2)nc2ccc(S(=O)(=O)N3CCOCC3)cc12 (stereo not drawn),2.7%,13.2%,-2.1%,6.1%,-1.0%,-1.3%,-0.8,43,2.6%,0.3%
COc1cc(Cl)ccc1OCc1cc(C(=O)N2CC[C@@H]3CCCC[C@H]3C2)no1,0.5%,-4.2%,-16.7%,-3.2%,?,5.5%,1.8,62,8.0%,1.4%
CCOC(=O)CN(C(=O)Cn1nnc(-c2ccc(C)cc2)n1)C(CC)C(=O)NC1CCCC1 (stereo not drawn),3.0%,-2.6%,-2.4%,1.6%,-2.0%,3.6%,-0.4,67,0.0%,-0.4%

Assay outcomes (PubChem)
